# HTT aggregate – inhibitors of mutant huntingtin aggregate formation in PC12 cells | PC12 HttQ103-GFP aggregates, Acumen cytometry, 40 h | Potency, µM (titrated, usually from 46.1 µM), for the others: top-dose activity change, negative = inhibition, most hits filed as inhibitors | actives 1.1% (n = 220,000) | AID 1688; note: % is set by controls: 0 for no effect and ±100 for the full control effect; nearly all actives have a fitted effect of over 60% in size
#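 Using laser scanning cytometry, GFP-positive aggregates were counted after lysis of PC12 cells induced with 100 nM tebufenozide to express HTT exon 1 Q103–GFP. Compounds were tested in titration.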
# GAA inh – inhibitors of human lysosomal alpha-glucosidase. Potency, µM (series often up to 76.9 µM), inactives show top-dose activity change, negative = inhibition, hits mostly inhibitors. P10253. actives 0.005% (n = 200,000). purified human GAA, 4-MU-alpha-glucoside fluorescence;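 note: plate controls were uninhibited enzyme wells for no effect and no-enzyme background for full effect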
#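 AC50 values come from Hill fits of compound titrations (up to 77 uM) against 4 nM human enzyme. Substrate 4-methylumbelliferyl-alpha-D-pyranoside at 400 uM, pH 5.0 citrate buffer, 20 min room temperature; fluorescence Ex 365/Em 440 after alkaline stop.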
# IMPase Li inh – cell-permeable IMPase inhibitors with lithium potentiation. CHO-M1 cells, IP1 TR-FRET (IP-One), carbachol + lithium. actives 0.35% (n = 210,000). Potency, µM (top dose mostly 59.4 µM), for the others: top-dose activity, negative = IMPase inhibition, most hits filed as inhibitors;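 note: IP1 builds up when IMPase is blocked and the TR-FRET signal falls; plate controls were basal vehicle for no effect and high inhibitor control for full effect; nearly all actives have a fitted effect of over 50% in size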
#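 IP1 accumulation measured by competitive TR-FRET in lysed CHO-M1 cells after 30 min compound exposure at 37C, with a small lithium addition to potentiate weak responses. Hill-equation AC50 from ratio and donor-channel data.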
# GAA glycogen – GAA glycogen-cleavage inhibition or activation; recombinant GAA, glycogen substrate, Amplex Red glucose oxidase fluorescence; Potency, µM (doses to about 76.4 µM), for the others: at the top dose activity change, negative = inhibition, usual class: inhibitors; AID 2100; actives 0.38% (n = 300,000); P10253;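 note: 0% = full enzyme reaction and -100% = no-enzyme basal signal; the screen sought inhibitors and activators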
#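 Recombinant enzyme (4 nM final) with compounds titrated up to 77 uM and bovine liver glycogen (30 ug) in citrate pH 5.0, 0.01% Tween-20, 37 C 40 min. Released glucose detected by Amplex Red/glucose oxidase (Ex 573/Em 610); AC50 from Hill fits.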
# RGS12 GoLoco inh – RGS12 GoLoco-Gai1 interaction inhibition. actives 0.44% (n = 230,000). AID 880. Potency, µM (titrated, usually from 61.6 µM), for inactives: at the highest dose activity, negative = inhibition, most hits filed as inhibitors. Gai1:RGS12 GoLoco peptide FP, rhodamine, 10 min. P63096; active = well fitted inhibition curve with a large enough effect, not every such curve was filed as active; inactive = no such curve, though single readings can be large or run the other way; note: % is set by controls: 0 for no effect and ±100 for the full control effect; nearly all actives have a fitted effect of over 30% in size; many of its hits are not listed in these tables
# Target sequence (P63096 whole entry, looked up): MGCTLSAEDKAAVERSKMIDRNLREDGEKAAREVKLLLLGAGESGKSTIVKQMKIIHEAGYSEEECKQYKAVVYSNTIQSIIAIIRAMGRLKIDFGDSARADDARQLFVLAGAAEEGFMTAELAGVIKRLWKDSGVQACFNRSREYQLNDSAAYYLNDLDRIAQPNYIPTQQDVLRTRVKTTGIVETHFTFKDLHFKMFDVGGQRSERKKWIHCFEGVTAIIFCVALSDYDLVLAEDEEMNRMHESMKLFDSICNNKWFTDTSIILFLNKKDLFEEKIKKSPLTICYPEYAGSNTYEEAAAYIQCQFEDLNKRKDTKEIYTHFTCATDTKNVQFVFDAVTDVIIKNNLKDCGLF
# GAA spleen mod – inhibits or activates alpha-glucosidase in human spleen homogenate. P10253. human spleen homogenate, 4-MU-alpha-glucoside fluorescence. Potency, µM (highest dose often 79.9 µM), for inactives: top-dose activity change, negative = inhibition, actives largely listed as inhibitors. actives 0.006% (n = 240,000). AID 2112;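 note: 0% = enzyme with vehicle and -100% = no enzyme basal signal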
#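 Enzyme source: human spleen homogenate, 1 ug/well. Buffer 50 mM citric acid/K phosphate pH 5.0, 0.01% Tween-20. 4-MU-alpha-glucoside 1 mM; 37 C x 40 min; NaOH/glycine stop; fluorescence.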
# HTT cytoprotect – Huntington cell model cytoprotection by ATP luminescence; Potency, µM (series often up to 56.4 µM), for inactives: cytoprotection (ATP increase), usual class: activators; PC12 HTT-Q103 induced, cytoprotection, ATP luminescence, 40 h; actives 0.14% (n = 230,000);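 note: % of control where 0% means no effect; nearly all actives have a fitted effect of over 45% in size; toxic huntingtin expression switched on by the ecdysone agonist tebufenozide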
#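 Readout: ATPlite luminescence (ATP level). Model: stable PC12, inducible Htt exon1 Q103-GFP. Inducer: tebufenozide, 100 nM final. Compounds: dose series. No G418 in medium.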
# * = called active by the depositor; u = inconclusive; x = not tested or not shown; & = joins results of further samples; [ ] = dose if it differs, or a comment. Unless noted, calls come from the whole dose curve; as a rule, active = well fitted curve in the direction sought with a large enough effect; inconclusive = small, poorly fitted or top-dose-only effect, or another doubt; inactive = no such curve, though single readings can be large; an effect the other way counts as inactive or inconclusive. Potency is the fitted concentration of half-maximal effect. Only part of the results is shown (hit frequency here may not be typical).
SMILES,HTT aggregate,GAA inh,IMPase Li inh,GAA glycogen,RGS12 GoLoco inh,GAA spleen mod,HTT cytoprotect
Cc1cc(=O)oc2cc(OCC(O)CN3CCN(c4ccc(F)cc4)CC3)ccc12 (stereo not drawn),-14%,-2%,12%[38.3 µM],-1%,1%,5%,-3%[10 µM]
Cc1sc2cc3c(c(C(=O)c4ccccc4)[n+]2c1C)-c1cccc2cccc-3c12,8.9µM*,0%,37%[activator],9%,-10%,-4%,x
CCn1c(CNC(=O)c2ccco2)nnc1SCC(=O)c1ccccc1,-28%[9.22 µM],6%,7%,-10%,-3%,3%,-6%[10 µM]
Cc1cc(C)n2nc(SCn3nnc4ccccc4c3=O)nc2n1,5%,u,3%[38.3 µM],7%,5%,1%,-8%[10 µM]
Clc1ccc(CN2CCN(/N=C/c3ccco3)CC2)cc1,-1%,-2%,8%,u,-4%,-1%,9%
Cn1c(SCC(=O)N2c3ccccc3Sc3ccc(Cl)cc32)nnc1-c1ccco1,4%,-5%,16%,-4%,-5%,-7%,12%[10 µM]
CCOc1ccccc1CN1CCN(Cc2cc3ccccc3[nH]2)CC1CCO (stereo not drawn),20%[9.22 µM],u,3%,u,12%,-7%,4%[10 µM]
CN1CCN(CCNC(=O)Nc2ccc([N+](=O)[O-])cc2)CC1,0%,-9%,3%,5%,6%,-14%,-31%[inhibitor]
O=S(=O)(c1ccccc1)N1CCC2(CCCN(c3ccccn3)C2)CC1,x,x,8%,x,-3%,-1%,u
CC(C)(C)n1ncc2c(=O)n(CC(=O)Nc3ccc4c(c3)OCCO4)cnc21,3%,-3%,6%[38.3 µM],1%,9%,3%,2%
Cc1cc(-c2[nH]nc3c2C(c2cccc(O)c2)C(C#N)=C(N)O3)c(C)s1 (stereo not drawn),5%[9.22 µM],4%,-1%[38.3 µM],-18%,8%,-4%,14%
CSc1ccccc1NC(=O)Nc1ccccc1Cl,1%[9.22 µM],x,x,-2%,-2%,-3%,9%[10 µM]
CCN1C(=O)/C(=C2\C=Cc3ccccc3N2CC)SC1=S,-12%,4%,12%[38.3 µM],-2%,14%,3%,-33%
Cc1nc(N2N=C3/C(=C/c4ccc(F)cc4)CCCC3C2c2ccc(F)cc2)sc1C(=O)N(C)C (stereo not drawn),u,-15%,18%[38.3 µM],-13%,-20%,-2%,-52%[inhibitor]
CCCc1cc(=O)[nH]c(SCCOc2ccc(OCC)cc2)n1,-20%,-17%,53%[activator][38.3 µM],5%,12%,-6%,-9%
Cc1c(Br)cc(C(=O)OC2CCN(C)CC2)c(C)c1C,-2%,-6%,-8%[38.3 µM],-2%,-1%,-9%,-23%
COc1cccc(NC(=O)CS(=O)(=O)c2cn(CC(=O)N3CCOCC3)c3ccccc23)c1,6%,10%,3%,-16%,1%,4%,-2%
CC[C@H](C)C(C(=O)N1CCN(C(=O)OC(C)(C)C)CC1)n1cc(C(CO)NC(=O)OC(C)(C)C)nn1 (stereo partly drawn),13%[9.22 µM],x,6%,7%,5%,-2%,21%[10 µM]
CC1CCCC(C)N1C(=O)Cn1c(SCC(=O)Nc2ccc3c(c2)OCO3)nc2ccccc21 (stereo not drawn),21%,-2%,-2%[38.3 µM],-2%,11%,-1%,-14%
Nc1ccn([C@H]2O[C@H](CO)[C@@H]3[O][Sn]([c]4ccccc4)([c]4ccccc4)[O][C@H]32)c(=O)n1,x,x,4%,x,-6%[14.2 µM],x,-58%[inhibitor][10 µM]
COc1ccc(-c2noc(-c3ccccc3C(=O)NCC3CCCO3)n2)cc1 (stereo not drawn),0%[9.22 µM],-3%,x,7%,7%,-1%,2%[10 µM]
COc1ccc(N/N=C(/C(C)=O)N2CCCc3ccccc32)cc1,-7%[9.22 µM],x,x,u,0%,0%,-8%[10 µM]
C=CCN(CC=C)Cc1ccc(C(=O)OC)o1,3%,-12%,-7%[38.3 µM],6%,-7%,0%,-16%
COc1ccccc1NC(=S)N(Cc1ccc(C)cc1)Cc1ccccn1,25µM*,-12%,9%,3%,-8%,0%,-35%
Cn1c(=O)c(C(=O)CN2CCc3ccccc32)c(N)n(Cc2ccccc2)c1=O,2%,0%,x,6%,x,1%,9%[10 µM]
O=C(CSc1nnc(NC(=O)c2ccc3c(c2)OCO3)s1)NCc1ccco1,-9%[9.22 µM],8%,7%,-9%,15%,-1%,-48%[inhibitor][10 µM]
OC(CNC1CCCC1)COc1c(F)cc(Br)cc1F (stereo not drawn),-1%,0%,13%[38.3 µM],2%,8%,-1%,-26%
COc1ccc(N(CC(=O)NC2CCCC2)C(=O)CCC(=O)Nc2cc(C)on2)c(OC)c1,6%,-3%,-2%[38.3 µM],2%,9%,-20%,-5%
Cc1cc(C(=O)N/N=C/c2cc(Cl)cc([N+](=O)[O-])c2O)n[nH]1,-2%[9.22 µM],x,x,-3%,5%,9%,28%[10 µM]
CNC(=S)Nc1ccc(OC)c(OC)c1,-2%,11%,1%,-6%,-3%,0%,3%[10 µM]
CCn1c(COc2ccc(Cl)cc2)nnc1SCc1nc2ccccc2[nH]1,10%,2%,9%[38.3 µM],2%,13%,-8%,-7%
COc1ccc(CNC(=O)c2cc3c(=O)[nH]c4ccccc4c3n2C)cc1,21%,1%,5%,-18%,16%,-9%,-34%[inhibitor]
Cc1ccccc1Nc1nnc(SCC(=O)NC(=O)Nc2ccc3c(c2)OCCO3)s1,u,2%,-1%,-6%,116%[activator],-8%,10%[10 µM]
CC(=O)Nc1cccc(-c2nnc(SCC(=O)N3CCCCC3)n2C)c1,-18%,2%,0%,6%,3%,-4%,-11%[1.9 µM]
CCOC(=O)c1sc2nc(C)c3c(c2c1N)CC(C)(C)OC3,-3%,u,-18%[38.3 µM],7%,-4%,0%,-20%
O=C(CCCCCN1C(=O)CCC1=O)Nc1ccc2c(c1)OCCO2,0%,5%,21%[38.3 µM],-12%,4%,3%,-26%[0.074 µM]
FC(F)(F)c1ccc(N2CCN(c3ncnc4c3nnn4Cc3ccccc3)CC2)nc1,u,8%,-11%[38.3 µM],2%,-2%,4%,2%
O=C(COc1ccc2ccccc2c1)Nc1nc2ccccc2[nH]1,18%,0%,7%[38.3 µM],-5%,-2%,2%,-2%
CCCCC[C@H](O)/C=C/[C@@H]1[C@H]2C/C(=C/CCCC(=O)O)C[C@H]2C[C@H]1O,x,x,-2%&-6%&7%,x,5%&5%&3%,-3%&-3%&1%,-19%&-37%&2%
O=c1[nH]c2ccccc2nc1-c1cccs1,9%,5%,x,9%,x,18%,-13%

# Structural class, those above containing bromine.
SMILES,HTT aggregate,GAA inh,IMPase Li inh,GAA glycogen,RGS12 GoLoco inh,GAA spleen mod,HTT cytoprotect
Cc1c(Br)cc(C(=O)OC2CCN(C)CC2)c(C)c1C,-2%,-6%,-8%[38.3 µM],-2%,-1%,-9%,-23%
OC(CNC1CCCC1)COc1c(F)cc(Br)cc1F (stereo not drawn),-1%,0%,13%[38.3 µM],2%,8%,-1%,-26%

# The list goes on:
SMILES,HTT aggregate,GAA inh,IMPase Li inh,GAA glycogen,RGS12 GoLoco inh,GAA spleen mod,HTT cytoprotect
Cc1ncn(C23CC4CC(CC(O)(C4)C2)C3)n1,-2%,2%,-8%[38.3 µM],-7%,11%,1%,7%
Cc1noc(C)c1Cc1ccc(O)cc1,-4%,1%,30%[38.3 µM],1%,0%,-4%,-7%[10 µM]
O=c1c2ccc([N+](=O)[O-])c3cccc(c32)c2nc3ccccc3n12,5%,-3%,-8%[38.3 µM],-1%,-5%,-1%,4%
CCc1cc2c(=O)c(-c3nc4ccccc4n3C)c(C)oc2c(CN2CCN(C)CC2)c1O,0%,-1%,-7%,4%,10%,2%,-3%[10 µM]
O=C(O)C1C(c2ccccc2)C(C(=O)Oc2ccc(O)cc2)C1c1ccccc1 (stereo not drawn),u,u,3%[38.3 µM],-1%,-5%,-2%,-26%
O=C(CN1CCN(c2ccccn2)CC1)Nc1cccc(S(=O)(=O)N2CCCC2)c1,7%,-7%,8%,-2%,3%,2%,6%
CC1=NC(C)(C)Cc2c(C)cccc21,-30%,-4%,20%,8%,2%,x,u
COc1ccc(CC(=O)NNC(=O)c2ccoc2C)cc1OC,-9%,2%,-3%[38.3 µM],7%,-5%,-8%,0%
CC(C)N(Cc1nc(-c2ccccc2)no1)C(=O)c1ccc(Cl)cc1,u,-12%,14%[38.3 µM],-32%,-4%,-13%,-42%[inhibitor]
COc1cccc(Nc2nc(-c3cccc(N4C(=O)c5ccccc5C4=O)c3)cs2)c1,13%,-8%,-3%[38.3 µM],-7%,2%,-13%,-73%[inhibitor]
O=C(Nc1nc2c(Br)cc(Br)cc2c(=O)s1)c1ccco1,-34%[9.22 µM],x,x,-3%,14%,0%,-11%[10 µM]
Cc1ccc(C(=O)Oc2ccc(Cl)c3cccnc23)cc1[N+](=O)[O-],-18%,12%,-7%[38.3 µM],0%,11%,-3%,-32%
CCOc1ccc2nc(SCC(=O)c3cccs3)sc2c1,5%,-7%,13%[38.3 µM],-11%,101%[activator],-2%,-33%
COc1cc(CN/C(C)=C(\C#N)C(N)=O)cc(OC)c1OC,-8%,2%,-3%,4%,-12%,-11%,9%[10 µM]
CC(C(=O)NCCCc1ccccc1)c1ccc([N+](=O)[O-])cc1 (stereo not drawn),-12%,-6%,22%,-4%,-7%,-10%,x
C/C(CCN1CCCCc2nc(C)c(C)cc21)=N\O[C@@H](C)CN1CCCCc2nc(C)c(C)cc21,-2%,-3%[15.4 µM],20%,-9%,15%,-7%[17.4 µM],-66%[inhibitor][10 µM]
COc1ccc(C)cc1NC(=O)C(Sc1nnc(Nc2ccccc2F)s1)c1ccccc1 (stereo not drawn),-6%,-10%,3%,-8%,-2%,3%,-3%[1.9 µM]
CC(=O)c1cccc(NC(=O)N2CCc3ccccc3C2)c1,-17%,-7%,14%[38.3 µM],-6%,-2%,-7%,-30%[0.074 µM]
Cc1cc2c(OCC(CNC(C)(C)C)OC(=O)c3ccccc3)cccc2[nH]1 (stereo not drawn),-4%,x,-28%,x,4%,-1%,-23%
Fc1cccc(NCc2cn3ccccc3n2)c1,-12%,-6%,34%[38.3 µM],2%,4%,6%,-22%[10 µM]
CCOc1ccc(NC(=S)NCC(c2cccnc2)N2CCOCC2)cc1 (stereo not drawn),8%,-3%,-4%,-10%,4%,-1%,-6%
c1cncc(CN=C2Nc3ccccc3CS2)c1,5%,8%,-1%,-3%,14%,-3%,19%[10 µM]

# Screening results (PubChem BioAssay)
